Salmonella PhoP GFP – PhoP regulon inhibitors, Salmonella typhi PhoP promoter GFP reporter, confirmatory (AID 1850). Salmonella Typhi PhoP-promoter GFP reporter, fluorescence, 4 h; higher % means a stronger effect. inhibition, % at 50 µM, or IC50 in µM where a hit was titrated. 310,000 compounds, 0.33% hits; in the data active = a potency from the dose series; inconclusive = inhibition mostly from about 25% at the one dose, without a potency; inactive = the rest, 99 in 100 with inhibition below about 19%;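 note: 0% = induced wells with vehicle and 100% = uninduced wells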
VEEV TC-83 Vero – inhibitors of VEEV TC-83 cytopathic effect, confirmation, Vero cells (AID 588727); Vero cells, VEEV TC-83 cytopathic effect inhibition; higher % means a stronger effect; inhibition, % at 20 µM; hits with a dose series show IC50 in µM; 350,000 compounds, 0.13% hits; in the data active = a potency from the dose series; inconclusive = inhibition mostly from about 14% at the one dose, without a potency; inactive = the rest, 99 in 100 with inhibition below about 12%; note: strong numbers were not always called active
H1N1 NS1A inhibition – NS1A inhibition, H1N1 influenza, cell based functional assay (AID 504329); NS1A functional cell-based assay, percent inhibition; higher % means a stronger effect; 340,000 compounds, 0.3% hits; inhibition, % at 12.5 µM; hits with a dose series show IC50 in µM; in the data active = a potency from the dose series; inconclusive = inhibition above about 27% without an active follow-up result; note: strong numbers were not always called active
M. tuberculosis HTS – M. tuberculosis growth inhibition, HTS (AID 449762) | M. tuberculosis H37Rv growth inhibition, 7H9 media; higher % means a stronger effect | inhibition, % at 25 µM, or IC50 in µM where a hit was titrated | 330,000 compounds, 0.59% hits; in the data active = a potency from the dose series; inconclusive = inhibition above about 70% without an active follow-up result;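 note: bacterial growth assessed after seven days of incubation; strong numbers were not always called active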
M. tuberculosis – growth inhibition of non-replicating M. tuberculosis (AID 488890); Mycobacterium tuberculosis non-replicating, growth inhibition; higher % means a stronger effect; one-dose inhibition, % at 25 µM; IC50 in µM for titrated hits; 320,000 compounds, 0.39% hits; in the data active = a potency from the dose series; inconclusive = inhibition mostly from about 82% at the one dose, without a potency; inactive = the rest, 99 in 100 with inhibition below about 76%;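 note: plate controls were DMSO cells for no effect and high antibiotic wells for full effect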
VEEV TC-83 Vero 10K pilot screen – also measured in VEEV TC-83 Vero; calls as there; inhibition, %; measured here: 10K pilot screen inhibition
An asterisk follows results filed as active; i = inactive; ? = inconclusive; · = not tested or not shown; & = joins results of further samples.

SMILES	Salmonella PhoP GFP	VEEV TC-83 Vero	H1N1 NS1A inhibition	M. tuberculosis HTS	M. tuberculosis	others
COc1ccc(/C(C)=N/NC(=O)CNC(=O)c2ccco2)c(OC)c1	-5%	1.5%	-5%	-12%	-3%
COCCOC(=O)c1c(NC(=O)CN2c3ccccc3CC2C)sc(C(N)=O)c1C (stereo unspecified)	-4%	7.1%	14%	0%	22%
NP(=O)(OCCCc1ccccc1)Oc1ccccc1Cl (stereo unspecified)	-14%	0.0%	-2%	1%	?
NC(=O)Cn1cc(C(=O)c2ccccc2F)c2ccccc21	4%	i	-11%	-4%	11%
Fc1cccc(Nc2cc(-n3cccn3)ncn2)c1	4%	4.1%	5%	3%	·
Cn1c2ccccc2c(=O)c2c(=O)n(-c3ccccc3)c(-c3ccc(C(C)(C)C)cc3)nc21	8%	4.7%	3%	61%	68%
CC(C)(CO)NCc1cc(Br)ccc1OCc1ccccc1	7%	i	-2%	4%	44%
CCOc1cc(/C=N/O)cc(Cl)c1OC	15%	1.8%	-3%	-6%	-15%
C=C(C)C1CC=C(C)/C(=N\NC(=O)CCc2ccccc2)C1 (stereo unspecified)	-1%	i	0%	10%	78%
CCOc1ccc(OCC)c(S(=O)(=O)N2CCC(C)CC2)c1	6%	1.6%	24%	6%	9%
Cc1ccc(NC(=O)c2cccc3c2C(=O)N(C2CCCCC2)C3)c(C)c1	-19%	0.1%	17%	9%	8%
O=C(Nc1ccccc1)O/N=C/c1ccncc1	1%	1.1%	-3%	-7%	-13%
O=C(NC(=S)Nc1nc(-c2ccccc2)cs1)c1cncc(Br)c1	-8%	i	1%	-3%	14%
COc1ccc2oc(C(=O)c3ccccc3)c(NC(=O)CN3CCN(C)CC3)c2c1	5%	0.7%	4%	15%	74%
CCOC(=O)Nc1ccc2c(c1)N(C(=O)N(CC)CC)c1ccccc1CC2	9%	2.2%	-2%	3%	30%

Reprinted at random: 2 records from the list, in no set order.
SMILES	Salmonella PhoP GFP	VEEV TC-83 Vero	H1N1 NS1A inhibition	M. tuberculosis HTS	M. tuberculosis	others
Cn1c2ccccc2c(=O)c2c(=O)n(-c3ccccc3)c(-c3ccc(C(C)(C)C)cc3)nc21	8%	4.7%	3%	61%	68%
O=C(Nc1ccccc1)O/N=C/c1ccncc1	1%	1.1%	-3%	-7%	-13%

Continuation:
SMILES	Salmonella PhoP GFP	VEEV TC-83 Vero	H1N1 NS1A inhibition	M. tuberculosis HTS	M. tuberculosis	others
CCOc1ccccc1OCC(=O)Nc1ccc(S(=O)(=O)N(C)C)cc1	-5%	6.7%	-20%	·	11%
CCc1cccc2c(C(=O)C(NCCOC)c3ccccc3)c[nH]c12 (stereo unspecified)	4%	i	6%	-1%	-7%
CN(C(=O)CSc1nnnn1-c1ccc(O)cc1)C1CCCCC1	·	2.0%	-1%	-1%	23%
Cc1ccc(CSc2nc3[nH]ncc3c(=O)[nH]2)cc1	1%	0.7%	-12%	2%	60%
Cc1csc(Sc2ccc(C(=O)OCC(=O)Nc3ccc(OC(F)(F)F)cc3)cc2[N+](=O)[O-])n1	5%	0.8%	12%	0%	-17%
NC(=O)CSc1nc2c(sc3ccccc32)c(=O)n1CCCN1CCOCC1	-4%	1.7%	0%	-8%	-3%
Cc1noc(NS(=O)(=O)c2ccc(NC(=O)c3ccc(Br)o3)cc2)c1C	-6%	i	3%	-2%	4%	VEEV TC-83 Vero 10K pilot screen=0.0
CCCCCCCCSc1nnc(CSc2nc3nc(C)cc(C)n3n2)o1	-3%	i	-8%	1.1µM*	?
CCCCNC(=O)CC(C(=O)N1CCc2ccccc21)n1ccnc1 (stereo unspecified)	4%	1.8%	-11%	-2%	-6%
COC(=O)c1c(C)[nH]c(C)c1-c1ccc(C)cc1	-12%	1.1%	6%	-1%	1%
CCOC(=O)N1CCN(C(=O)CSC2=NS(=O)(=O)c3ccccc3N2)CC1	6%	0.6%	-8%	2%	-2%
Cc1c(NC(=O)CN2CCN(c3cccc(Cl)c3)CC2)c(=O)n(-c2ccccc2)n1C	-4%	0.3%	5%	-5%	1%
COc1ccc(/C=C/C2=NNC(=O)CC2)cc1	-4%	2.3%	12%	-8%	0%
COc1ccc(/C=C/C(=O)c2c(C)cc(C)[nH]c2=O)c2ccccc12	-7%	2.7%	0%	4%	25%
Cc1cc(=O)oc2c3c(cc(OCC(=O)N[C@@H](C)C(=O)O)c12)OC(C)(C)CC3	-19%	i	0%	-5%	-3%

Part of the list above in order of molecular weight, low to high:
SMILES	Salmonella PhoP GFP	VEEV TC-83 Vero	H1N1 NS1A inhibition	M. tuberculosis HTS	M. tuberculosis	others
CN(C(=O)CSc1nnnn1-c1ccc(O)cc1)C1CCCCC1	·	2.0%	-1%	-1%	23%
NC(=O)CSc1nc2c(sc3ccccc32)c(=O)n1CCCN1CCOCC1	-4%	1.7%	0%	-8%	-3%
Cc1noc(NS(=O)(=O)c2ccc(NC(=O)c3ccc(Br)o3)cc2)c1C	-6%	i	3%	-2%	4%	VEEV TC-83 Vero 10K pilot screen=0.0

(cont.)
SMILES	Salmonella PhoP GFP	VEEV TC-83 Vero	H1N1 NS1A inhibition	M. tuberculosis HTS	M. tuberculosis	others
Fc1cccc2sc(N3CCCCC3)nc12	2%	2.7%	-16%	-5%	10%
CN(CC1COc2ccccc2O1)C(=O)c1ccc(N(C)C)cc1 (stereo unspecified)	15%	5.1%	-1%	2%	18%
O=C(c1cc2ccccc2o1)N1CCN=C1SCc1cccc(F)c1	-2%	2.1%	-6%	5%	·
O=C(O)c1ccc(N2CC3CC(C2)c2cccc(=O)n2C3)c(NC(=S)Nc2ccc(Br)cc2)c1 (stereo unspecified)	-22%	0.5%	-4%	-2%	·
CC(=O)c1ccccc1Oc1nc(CN2CCOCC2)nc2scc(-c3cccs3)c12	8%	5.4%	11%	-3%	?
CC(C)C(C(=O)Nc1nccs1)N1C(=O)c2ccccc2C1=O (stereo unspecified)	-1%	0.2%	4%	-4%	2%	VEEV TC-83 Vero 10K pilot screen=0.1
COC(=O)C1=C(C)N(Cc2ccccc2)C(=NCc2cc(OC)c(OC)c(OC)c2)N[C@H]1c1cccc(F)c1	4%	i	11%	-3%	·
Cc1cc(Nc2ccccc2Cl)c2ccccc2n1	14%	i	6%	-7%	8%
Cc1ccc(-c2cc3nc(-c4ccccc4)cc(N4CCC5(CC4)OCCO5)n3n2)cc1	0%	6.7%	-2%	12%	33%
COCCNC(=O)CN1CCC(NC(=O)Nc2ccccc2)CC1	-8%	4.8%	2%	-1%	3%
CC(C)(C)NC(=O)C(c1ccncc1)N(Cc1cccs1)C(=O)c1csnn1 (stereo unspecified)	-1%	0.3%	-18%	-3%	7%
C[C@H](NC(=O)c1ccco1)C(=O)N1CCCC1	7%	i	6%	-5%	-16%
Cc1ccc(OCC(=O)N/N=C\c2cccs2)c([N+](=O)[O-])c1	2%	i	11%	-3%	30%
COc1ccc2c3c([nH]c2c1)C(C)=NCC3	-19%&7%	1.3%	20%	1%	15%
COc1cccc(CNC(=O)C(NS(=O)(=O)c2ccc3c(c2)CCN3C(C)=O)C(C)C)c1 (stereo unspecified)	-17%	1.2%	12%	4%	6%
Clc1ccc(N2CCN(c3nc4nonc4nc3N3CCSCC3)CC2)nc1	10%	i	-7%	3%	12%
O=C(CSc1ncn(-c2ccccc2)n1)N1CCN(c2ccccc2)CC1	3%	3.7%	2%	-9%	1%
O=C(N/N=C/C=C/c1cccc([N+](=O)[O-])c1)c1ccncc1	6%	0.4%	-27%	?	i
Cc1onc(-c2ccccc2Cl)c1C(=O)N1CCOC12CCCCC2	-2%	i	-8%	8%	-3%
Cc1ccc(C(=O)N[C@@H](C)CN2C3=NC[C@@H](Cc4ccccc4)N3C[C@H]2Cc2ccc(O)cc2)cc1Br	-29%	·	·	?	?
O=C(Nc1nc2ccc(C(=O)N3CCCCC3)cc2s1)C1CCCCC1	8%	2.6%	-5%	1%	8%
CC(C)CC(/C(O)=C(\C#N)c1nc2ccccc2[nH]1)N1C(=O)c2ccccc2C1=O (stereo unspecified)	2%	8.1%	-3%	45%	-2%
O=C1C2N=NN(CC(=O)N3N=C(c4ccccc4)CC3c3ccc([N+](=O)[O-])cc3)C2C(=O)N1c1ccccc1 (stereo unspecified)	6%	·	·	9%	11%
CCn1ccnc1CN(C)Cc1nc(-c2ccc(C(=O)OC)cc2)no1	-10%	3.7%	-25%	1%	34%
COCCNCCCCOc1c(Cl)cc(C)cc1Br	7%	1.4%	-4%	-8%	28%
COc1ccccc1N1CCN(CC(=O)Nc2c(C)n(C)n(-c3ccccc3)c2=O)CC1	-6%	i	-2%	4%	12%
Cc1cccc(S(=O)(=O)N2CCCc3ccccc32)c1	-13%	i	-26%	-1%	24%
Cc1ccc(S(=O)(=O)NCCC(=O)N2CC(C)OC(C)C2)cc1C (stereo unspecified)	-2%	0.8%	2%	-6%	-8%
CCOC(=O)C1=C(C)OC(N)=C(C#N)C12C(=O)Nc1ccc(C)cc12 (stereo unspecified)	-7%	1.2%	2%	-3%	-12%
Clc1ccc(-c2nnc(SCc3cn4ccsc4n3)n2CC2CCCO2)cc1 (stereo unspecified)	5%	3.0%	6%	-11%	13%
CC(=O)NC(CC(=O)Nc1ccc(S(=O)(=O)N2CCCC2)cc1)c1ccccc1 (stereo unspecified)	-4%	6.1%	15%	3%	2%
Cc1c(CCC(=O)NCCCN2CCCC2=O)c(=O)oc2c(C)c(O)ccc12	-13%	0.6%	-15%	-5%	-4%
Brc1ccc(-c2nnc(-c3cccnc3)o2)cc1	6%	0.8%	-24%	-6%	68%
O=C(O)C1Cc2ccccc2CN1C(=O)CCl (stereo unspecified)	4%	7.1%	1%	-4%	-11%
O=C(Nc1ccc(Cl)cc1)Nc1cc(S(=O)(=O)N2CCOCC2)ccc1N1CCCC1	-1%	i	1%	1%	13%
CCOc1ccccc1NCc1cc(=O)oc2cc(C)c(O)cc12	6%	0.3%	16%	-2%	-7%
CC[C@H](C)[C@H](NC(N)=O)C(=O)OCC(=O)NCc1ccc(Cl)cc1	3%	i	10%	0%	-9%
O=S(=O)(Nc1ccc2c(c1)OCCO2)c1cccc2nsnc12	-2%	1.7%	3%	-6%	1%
Cc1cc2cc(CN(Cc3cccs3)C(c3nnnn3C(C)(C)C)C(C)C)c3nnnn3c2cc1C (stereo unspecified)	·	i	-1%	·	·
COc1ccccc1Oc1nc(-c2ccccc2)cc(C)c1S(C)(=O)=O	0%	4.2%	4%	-8%	8%
Cc1cc(S(=O)(=O)Nc2ccc(C(=O)N3CCN(C(=O)c4ccco4)CC3)cc2)ccc1F	-1%	0.9%	10%	-5%	21%
Cc1noc(C)c1COc1ccc(C(=O)NCCc2ccc(F)cc2)cc1	·	1.1%	-2%	10%	31%
Cc1ccc(C(=O)N/C(=C\c2ccc(-c3ccc(Cl)cc3)o2)C(=O)NCCCN(C)C)cc1	38µM*	i	·	-6%	58%
FC(F)(F)c1ccc(Cl)c(NC(=S)N/N=C/c2ccccc2C(F)(F)F)c1	4%	0.6%	2%	10%	-22%
CCC(=O)NC(NC(=S)Nc1ccc(S(N)(=O)=O)cc1)C(Cl)(Cl)Cl (stereo unspecified)	-8%	0.2%	-3%	-3%	-2%
O=C(CCNS(=O)(=O)c1ccccc1)OCC(=O)c1ccc(F)cc1	5%	2.1%	-13%	5%	1%
CN(C(=O)c1ccc(NC(=O)Cc2ccc(NC(=O)C3CCN(C(=O)C4CCCC4)CC3)cc2)cc1)C1CCCC1	·	i	15%	·	·
CCOc1ccc2c(c1)S/C(=C\c1cccs1)C(=O)N2	-4%	i	1%	-8%	5%
Cc1ccccc1NS(=O)(=O)c1ccc(C(=O)NCC(c2ccccc2)N(C)C)cc1 (stereo unspecified)	-6%	i	6%	-3%	-2%
N#Cc1ccc(CN2CCN(C(=O)Cn3nc(C(N)=O)c4ccccc4c3=O)CC2)cc1	-1%	1.9%	17%	-6%	1%
CC(C)Cn1c(N2CCN(CC(=O)Nc3ccc(Cl)cc3)CC2)nc2ccccc21	-4%	i	3%	9%	13%
C#CCOCCOCCOCCNc1nc(N2CCN(C(=O)CCCCCCCCCCNC(=O)[C@H](CCCCN)n3cc(C)nn3)CC2)nc(N2CCN(C(=O)CCCCCCCCCCNC(=O)[C@H](CCCCN)n3cc(CCCC(=O)O)nn3)CC2)n1	-30%	2.1%	18%	?	24%
Cc1cc(C)cc(CN2C(=O)NC3(CCCCCC3)C2=O)c1	-4%	0.1%	1%	11%	5%
Cc1ccc2c(c1)C(c1ccc(F)cc1)N(C(=O)C1CC1)CC(=O)N2 (stereo unspecified)	7%	0.4%	26%	-10%	-6%
COc1cccc(/C=N/Nc2nnc(C)n2N)c1O	-2%	0.2%	9%	-1%	-18%
C=CC[C@H]1CC(C)=C[C@H](CC=C)N1C(=O)c1cc(COc2ccccc2SC)on1	-12%	5.4%	-13%	0%	19%

Bioassay records as filed in PubChem BioAssay.
